Screening results deposited in PubChem BioAssay by several laboratories.
hERG rescue: shields human hERG channel from block by proarrhythmic agents; CHO-hERG, FluxOR thallium flux, dofetilide IC70 present; activation (rescue from dofetilide block), less the hit threshold, % at 10 µM; actives 0.51% (n = 310,000);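 active = activation above the mean of controls blocked by dofetilide plus 5 SD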;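 also: thallium influx through hERG after potassium depolarization seen as dye fluorescence rise; in these data hits start at about 4.7%; inactives centre near -7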
KCNQ1 inh: inhibitors of human KCNQ1 potassium channel; P51787; CHO-K1 KCNQ1, FluxOR thallium flux fluorescence; active compounds read high; B-score at 10 µM; actives 1.3% (n = 310,000);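 active = compounds whose thallium flux B-score, printed positive for inhibition, exceeds three library SD while starting fluorescence stays within three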;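 also: channel opened by potassium depolarization with thallium stimulus after 20 min compound exposure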
RGS4 inh: inhibitors of human RGS4. P49798. HEK293 M3R/RGS4 inducible, Fluo-4 calcium flux; active compounds read high; triggered by carbachol at its EC20. actives 0.45% (n = 310,000). B-score at 10 µM;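 active = B-score, a plate-corrected calcium signal, over three deviations above library mean, with baseline fluorescence within five deviations of library mean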;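 also: RGS4 expression induced by doxycycline in cells with stable M3 receptor; B-score is computed from the integrated fluorescence ratio over baseline after carbachol; higher B-score means a larger calcium signal and so more RGS4 inhibition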
RGS4 pot: potentiators or activators of RGS4 | HEK293 M3R/inducible RGS4, carbachol calcium flux Fluo4; active compounds read low | B-score at 10 µM | actives 0.92% (n = 310,000) | AID 463111;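 active = B-score of the integrated calcium signal more than 4 SD below the library mean, with starting fluorescence not abnormally high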;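 also: negative B-score means reduced calcium response which marks RGS4 activation or potentiation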
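test system = M3R-expressing HEK293 line, RGS4 induced by doxycycline | probe or stimulus = carbachol at ECmax as muscarinic agonist stimulus | timing = dye loading 30 min 37 °C, buffer rest 30 min RT | signal = calcium dye Fluo4 fluorescence | evaluation = B score from integrated fluorescence ratio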
ANO1 block: inhibitors of mouse TMEM16A calcium-activated chloride channel | Q8BHY3 | HEK293 TMEM16A/YFP iodide influx fluorescence, ionomycin | normalized B-score (activity score, 25-100; higher = stronger inhibition) at 10 µM | actives 1.2% (n = 310,000) | AID 588511;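 active = ratio plate-corrected score three or more library SD toward inhibition, starting fluorescence score within five deviations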;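 also: score derived from kinetic fluorescence span divided by baseline fluorescence per well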
Target sequence (Q8BHY3 whole entry, looked up): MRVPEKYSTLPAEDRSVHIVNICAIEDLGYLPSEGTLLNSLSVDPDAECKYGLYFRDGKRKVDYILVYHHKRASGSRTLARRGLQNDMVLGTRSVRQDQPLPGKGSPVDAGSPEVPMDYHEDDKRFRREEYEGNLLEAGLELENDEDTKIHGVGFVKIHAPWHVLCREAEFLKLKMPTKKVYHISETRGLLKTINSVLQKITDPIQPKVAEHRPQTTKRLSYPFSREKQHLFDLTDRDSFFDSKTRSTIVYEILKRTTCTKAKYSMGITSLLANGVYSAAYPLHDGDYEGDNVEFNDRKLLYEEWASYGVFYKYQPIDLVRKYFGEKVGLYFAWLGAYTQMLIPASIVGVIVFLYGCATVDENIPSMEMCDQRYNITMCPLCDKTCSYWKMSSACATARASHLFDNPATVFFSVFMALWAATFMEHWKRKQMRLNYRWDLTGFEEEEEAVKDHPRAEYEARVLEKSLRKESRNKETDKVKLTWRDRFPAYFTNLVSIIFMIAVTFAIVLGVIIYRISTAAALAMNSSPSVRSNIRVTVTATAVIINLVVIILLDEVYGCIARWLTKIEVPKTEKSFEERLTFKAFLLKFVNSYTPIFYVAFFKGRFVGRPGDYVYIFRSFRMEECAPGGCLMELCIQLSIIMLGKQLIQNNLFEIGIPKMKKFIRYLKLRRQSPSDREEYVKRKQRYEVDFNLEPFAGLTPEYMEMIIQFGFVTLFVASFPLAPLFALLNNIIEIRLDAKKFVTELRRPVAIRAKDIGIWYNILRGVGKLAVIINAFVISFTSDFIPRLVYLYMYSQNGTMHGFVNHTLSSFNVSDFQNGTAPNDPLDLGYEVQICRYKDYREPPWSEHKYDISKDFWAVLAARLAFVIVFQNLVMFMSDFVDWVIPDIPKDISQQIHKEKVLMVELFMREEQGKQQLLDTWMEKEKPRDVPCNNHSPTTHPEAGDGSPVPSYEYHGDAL
TMEM16A act: mouse TMEM16A channel activation, primary screen. HEK293 TMEM16A/YFP-H148Q/I152L, iodide quench fluorescence; active compounds read low. Q8BHY3. B-score at 10 µM. actives 0.3% (n = 340,000);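 active = fluorescence-ratio B-score plate-corrected deviation score at least 3 library SD below zero, with starting fluorescence score within 5 deviations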;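 also: channel opened by trigger with iodide after compound preincubation; score built on the fluorescence ratio of max minus min over baseline; more negative score means more quench and so TMEM16A activation or potentiation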
KCNK3 block: human KCNK3 channel inhibition, primary screen; B-score at 10 µM; CHO-KCNK3 thallium flux, FluxOR fluorescence; active compounds read low; actives 0.84% (n = 340,000); O14649;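 active = B-score under library mean minus 4 SD, starting fluorescence ratio at most library mean plus 5 SD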;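 also: more negative B-score means stronger inhibition of thallium flux through KCNK3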
KCNK9 inh: inhibitors of human KCNK9 two-pore domain potassium channel; Q9NPC2; HEK293 KCNK9, FluxOR thallium flux fluorescence; active compounds read low; B-score at 10 µM; actives 1.2% (n = 310,000);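 active = ratio B-score over 3 SD below the library mean, with starting fluorescence within 5 SD of its mean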;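 also: negative B-score means less thallium flux so channel inhibition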
KCNQ1 pot: potentiators or activators of human KCNQ1 potassium channel. P51787. CHO-K1 KCNQ1, thallium flux FluxOR fluorescence; active compounds read high. B-score at 10 µM. actives 0.35% (n = 310,000);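 active = fluorescence ratio B-score, a plate-corrected score, at least three library SD, with initial intensity B-score within 5 SD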
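System: CHO-K1 cells stably expressing KCNQ1 / Medium: assay buffer for compound exposure, DMSO matched across wells / Reagent: thallium- and potassium-containing depolarizing buffer / Compound: one concentration, matched DMSO / Incubation: 20 min compound pretreatment at room temperature / Measured by: kinetic FluxOR fluorescence, 10 s baseline plus 110 s post-stimulus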
SKKanGAS inh: SKKanGAS growth inhibition; S. pyogenes SKKanGAS, kanamycin growth, BacTiter-Glo, 6 h; inhibition, % at 7.5 µM; actives 1.3% (n = 300,000);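 active = mean replicate score, as percent of positive control median, at least 50; inconclusive = mean below 50 but one replicate at or above 50; inactive = mean and every replicate below 50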;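 also: strain carries kanamycin resistance gene driven by streptokinase promoter and grows in 40 µg/ml kanamycin; loss of luminescence reflects streptokinase promoter inhibition or plain growth inhibition; 0% = median of DMSO wells and 100% = positive control at its reference dose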
HDAC3 inhib: blocks human histone deacetylase 3; actives 0.15% (n = 320,000); O15379; inhibition, % at 8.3 µM; recombinant HDAC3, fluorogenic peptide/trypsin coupled, fluorescence; in the data active = inhibition above about 26%, passing the limit was not always enough; inconclusive = no clear call, values can overlap the other calls
Active calls of the source: *; i = inactive; u = inconclusive; x = not tested or not shown.

item	molecule	hERG rescue	KCNQ1 inh	RGS4 inh	RGS4 pot	ANO1 block	TMEM16A act	KCNK3 block	KCNK9 inh	KCNQ1 pot	SKKanGAS inh	HDAC3 inhib
1	CC(C)Oc1ccc(CNC(=O)CC(c2ccccc2)c2cc(Cl)ccc2O)cc1 (stereo not given)	-13	7*	i	i	100*	i	i	-7.3*	i	21	3
2	Cc1cc(OCc2cc(C(=O)N3CCN(C)C(=O)[C@@H]3C)no2)cc(C)c1Cl	-10	i	i	i	i	i	i	i	i	-1	0
3	N/C(=N\OC(=O)CCCOc1ccccc1)c1ccc([N+](=O)[O-])cc1	-7	i	i	i	i	i	i	i	i	-8	3
4	COc1cccc(-c2ocnc2C(=O)Nc2ccc(N3CCOCC3)cc2N2CCOCC2)c1	-7	i	i	i	i	i	i	i	i	4	-5
5	O=S(=O)([N-]c1nc2ccccc2nc1-[n+]1ccccc1)c1ccc(Cl)cc1	-4	i	i	i	i	i	i	i	i	-6	-1
6	COCc1cc(C)n(CC(=O)NCc2ccccc2)c(=O)c1C#N	-12	i	i	i	i	i	i	i	i	2	-6
7	Cc1ccc2nc(N(CCCN(C)C)C(=O)c3ccc(Br)s3)sc2c1	-25	i	i	i	i	i	i	i	i	-3	1
8	O=C(CCN1C(=O)c2ccccc2C1=O)Nc1ccc2c(c1)OCCO2	-10	i	i	i	i	i	i	i	i	6	4
9	Cc1ccc2c(c1)N(S(=O)(=O)c1ccc(F)cc1)C(C(C)(C)C)CO2 (stereo not given)	-11	7*	i	i	i	i	i	i	i	30	4
10	COc1cc2c(cc1OC)CN(CC(=O)Nc1ccc(F)cc1F)CC2	-10	i	i	i	i	i	i	i	i	7	1
11	COc1cc(OC)cc(C(=O)NCC(=O)N2CCN(c3ccc(O)cc3)CC2)c1	-6	i	i	i	i	i	i	i	i	4	-2
12	CCCn1c(=O)c(C(=O)OCC)c(O)c2cc(Br)ccc21	-3	i	i	i	i	i	i	i	i	-8	1
13	O=C(O)COc1ccc(Br)cc1/C=C1/SC(=O)N(CC(=O)N2CCCC2)C1=O	-7	i	i	i	i	i	i	i	i	0	-3
14	CN(C)C(=O)c1ccc(NC(=O)COC(=O)C2=COCCO2)cc1	-10	i	i	i	i	i	i	i	i	-2	-2
15	COc1ccc(NC(=O)COC(=O)Cn2nnc3ccccc32)cc1	-29	i	i	i	i	i	i	i	i	7	-12
16	COc1ccccc1C(=O)NC(=S)Nc1ccccc1N1CCCCC1	-19	i	i	i	i	i	i	i	i	39	-1
17	COc1ccc2c(CSc3nc4nc(C)cc(C)n4n3)cc(=O)oc2c1	-3	i	i	i	i	i	i	i	i	0	-4
18	O=C(NCCCN1CCOCC1)c1cc2c(s1)CSC2	-7	i	i	i	i	i	i	i	i	-1	-1
19	COc1ccc(C(=O)NCC23C=CC(O2)C2C(=O)N(Cc4ccccc4)C(=O)C23)cc1 (stereo not given)	-10	i	i	i	i	i	i	i	i	-1	-3
20	COc1ccc(C(=O)Nc2cccc([N+](=O)[O-])c2)cc1Br	-5	i	i	i	i	i	i	i	i	0	1
21	CC1CCCC(NC(=O)C2CCN(S(=O)(=O)N3CCOCC3)CC2)C1C (stereo not given)	-10	i	i	i	25*	i	i	i	i	1	-10
22	O=S(=O)(Nc1cccc(-c2ccc(N3CCCCCC3)nn2)c1)c1ccccc1F	-10	i	i	i	i	i	i	i	i	17	-12
23	COc1ccc(C2=NN(c3nc4ccccc4s3)C(=O)C2)cc1	-6	i	i	i	i	i	i	i	i	u	x
24	CCOc1ccc(NC(=O)CCSc2ccc3ccccc3n2)cc1	-4	i	i	i	i	i	i	i	i	1	x
25	CCn1c(SCC(=O)C(C)(C)C)nnc1-c1cnccn1	-11	i	i	i	i	i	i	i	i	-5	6
26	COCCN(Cc1nc(C(c2ccccc2)c2ccccc2)no1)C(C)C	-4	i	i	i	i	i	i	-8.7*	i	-1	-4
27	Cc1ccc(Nc2nc(C)cc(C)c2C(N)=O)c(C)c1	-9	i	i	i	i	i	i	i	i	-1	6
28	CCOC(=O)NC1(C(F)(F)F)NC(=O)N(Cc2ccco2)C1=O (stereo not given)	-8	i	i	i	i	i	i	i	i	2	0
29	CN1CCN(c2ccc(NC(=S)NC(=O)c3cccc4c(Br)cccc34)cc2)CC1	-17	i	i	i	i	i	i	i	i	-3	-7
30	O=C(Cc1ccccc1)Nc1cccc([N+](=O)[O-])c1	-11	i	i	i	i	i	i	i	i	-5	1

Remaining list, next part:
item	molecule	hERG rescue	KCNQ1 inh	RGS4 inh	RGS4 pot	ANO1 block	TMEM16A act	KCNK3 block	KCNK9 inh	KCNQ1 pot	SKKanGAS inh	HDAC3 inhib
31	O=C(O)COc1ccc(/C=C/C(=O)c2ccc(C3CCCCC3)cc2)cc1	-1	i	i	i	i	i	i	i	i	7	12
32	COc1ccc(/C=N/Nc2nc(Nc3ccccc3)nc(N3CCCCC3)n2)cc1OC	-13	7*	i	i	i	i	i	i	i	72*	22
33	CCCc1nc2c(c(=O)c3ccccc3n2C)c(=O)n1C1CCCCCC1	-6	i	i	i	i	i	i	i	i	38	-10
34	c1ccc2c(c1)NC1(CCCC1)n1c-2nc2ccccc21	-2	i	i	i	i	i	i	i	i	-2	-73
35	COc1ccc(CNC(=O)CN(c2ccc(OC)cc2)S(=O)(=O)c2c(C)nn(C)c2C)cc1	-14	i	i	i	i	i	i	i	i	-4	-4
36	CCN(CC)S(=O)(=O)c1cccc(NC(=O)COC(=O)c2cccs2)c1	-8	i	i	i	25*	i	i	i	i	8	-1
37	CC(=O)COc1cc(C)cc2oc(=O)c(C)c(C)c12	-4	i	i	i	i	i	i	i	i	-1	-16
38	COc1ccc(SCCC(=O)NCc2ccncc2)cc1	3	i	i	i	i	i	i	i	i	-12	2
39	Cc1ccc(OCc2nc(C#N)c(NCCCn3ccnc3)o2)cc1	-14	i	i	i	i	i	i	i	i	4	1
40	N#CCC(=O)Nc1ccc(C(=O)NCCc2c[nH]c3ccccc23)cc1	-9	i	i	i	i	i	i	i	i	25	2
41	CN(C1=C(N2CCOCC2)C(=O)c2ccccc2C1=O)c1ccccc1	-15	i	i	i	i	i	i	i	i	7	8
42	Nc1[nH]nc2ncc3cc4ccccc4nc3c12	-25	i	i	i	i	i	i	i	i	2	-3
43	O=S(=O)(/N=C/c1c(O)ccc2ccccc12)c1cccs1	-2	i	i	i	i	x	x	i	i	3	2
44	O=C1CCC(=O)N1c1ccc(NCCc2cccc(F)c2)c([N+](=O)[O-])c1	-7	i	i	i	i	i	i	i	i	8	8
45	Cc1ccc2c(c1)N(CC(=O)N1CCCCC1C)C(=O)CO2 (stereo not given)	-6	i	i	i	i	i	i	i	i	2	-6
46	CC(C)C(=O)N1CCC(n2nccc2NC(=O)CCc2ccccc2)CC1	-5	i	i	i	i	i	i	i	i	2	-6
47	CC1(C)CC(=O)C2=C(C1)N(c1cccc(O)c1)C1=C(C2)C(=O)CC(C)(C)C1	-16	i	i	i	i	i	i	i	i	10	5
48	COc1ccccc1NC(=O)COC(=O)COc1cccc2c1OC(C)(C)C2	-14	i	i	i	i	i	i	i	i	2	1
49	Cc1cc(C(=O)NNC(=O)CCC2CCCCC2)c(C)o1	-7	i	i	i	i	i	i	i	i	-12	0
50	CCc1sc(C(=O)N2CCc3ccccc32)cc1C	-8	i	i	i	i	i	i	i	i	1	6
51	CSCCC(NC(=O)c1ccccc1Cl)C(=O)N1CCN(C(c2ccccc2)c2ccccc2)CC1 (stereo not given)	-6	i	i	i	i	i	i	i	i	23	-3
52	COCCN1Cc2cccc(C(=O)Nc3cccc(-c4nc5ccccc5[nH]4)c3)c2C1=O	-18	i	i	i	i	i	-10*	-13*	i	45	x
53	COC(=O)CSc1ccc(S(=O)(=O)N2CCCCCC2)cc1[N+](=O)[O-]	-16	i	i	i	i	i	i	i	i	4	1
54	COc1cccc(OC)c1C(=O)Nc1ccc(S(=O)(=O)Nc2ncccn2)cc1	-8	i	i	i	i	i	i	i	i	2	-7
55	Clc1ccccc1CSc1nncn1-c1cccnc1	-2	i	i	i	i	x	x	i	i	-1	1
56	O=C(COc1ccccc1)Nc1nnc(-c2ccc(Cl)cc2)o1	-4	i	i	i	i	i	i	i	i	44	-3
57	CNc1nc2c(C)cccn2c(=O)c1C=NCc1ccccc1	-4	i	i	i	i	i	i	i	i	0	0
58	CCOC(=O)N1CCN(C(=O)c2cc(OCC)c(OCC)c(OCC)c2)CC1	-2	i	i	i	i	i	i	i	i	-4	-2
59	C#CCOCCOCCOCCNc1nc(N2CCN(C(=O)[C@H]([C@@H](C)CC)n3cc([C@@H](N)CO)nn3)CC2)nc(N2CCN(C(=O)[C@H](Cc3ccc(O)cc3)n3cc([C@@H](N)CC(C)C)nn3)CC2)n1	-5	i	i	i	i	i	i	i	i	1	2
60	Cn1cnc2cc(NCc3ccc(Cl)cc3)ccc21	-7	i	i	i	i	i	i	i	i	8	-9

Going on with the list.
item	molecule	hERG rescue	KCNQ1 inh	RGS4 inh	RGS4 pot	ANO1 block	TMEM16A act	KCNK3 block	KCNK9 inh	KCNQ1 pot	SKKanGAS inh	HDAC3 inhib
61	Cc1nn(-c2ccccc2)c(NC(=O)c2cccs2)c(-c2ccccc2Cl)c1=O	-8	i	i	i	i	i	i	i	i	-11	0
62	CCCc1cc(C(=O)Nc2sc(C(C)=O)c(C)c2C(=O)OCC)no1	-15	i	i	i	i	i	i	i	i	-6	x
63	CCc1cc2c(=O)c(-c3nc4ccccc4n3C)c(C(C)C)oc2c(CN2CCN(C)CC2)c1O	-10	i	i	i	i	i	i	i	i	-1	-6
64	COc1ccc(N2C(=O)C3C4C=CC(C4)C3C2=O)nn1 (stereo not given)	-10	i	i	i	i	i	i	i	i	-7	-2
65	COc1ccc(C(=O)N(C)C2CCN(C)CC2)cc1S(=O)(=O)Nc1cc(Cl)ccc1Cl	-12	i	i	i	i	x	x	i	i	-3	-8
66	CCOC(=O)c1c(C)[n+](-c2ccc(C)cc2)c(CC)c2cc(OC)c(OC)cc12	-12	i	i	i	i	i	i	i	i	0	-10
67	O=C1c2cccc(Cl)c2C(=O)c2c1cccc2N1CCCC1	-4	i	i	i	i	i	i	i	i	5	4
68	CN(C)c1ncnc2sc(-c3ccccc3)cc12	-14	i	i	i	i	i	i	i	i	-1	-17
69	O=C1CCCC(=O)N1c1ccc(N2CCN(c3ccc([N+](=O)[O-])cc3)CC2)c([N+](=O)[O-])c1	-3	i	i	i	i	x	x	i	i	11	2
